Screening results from PubChem.
RAD54 inh – blocks human RAD54 Holliday junction branch migration. FAM/BHQ fluorescence. inhibition, % at 10.4 µM. 360,000 compounds, 0.14% hits;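 active = mean normalized replicate activity at least 40 and at least half of replicates scoring 40 or more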;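 also: 0% = median of neutral control wells and 100% = median of positive control wells; inhibitors cause a drop in the FAM fluorescence signal; in these data hits start at about 50%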
Target sequence (Q92698 whole entry, looked up): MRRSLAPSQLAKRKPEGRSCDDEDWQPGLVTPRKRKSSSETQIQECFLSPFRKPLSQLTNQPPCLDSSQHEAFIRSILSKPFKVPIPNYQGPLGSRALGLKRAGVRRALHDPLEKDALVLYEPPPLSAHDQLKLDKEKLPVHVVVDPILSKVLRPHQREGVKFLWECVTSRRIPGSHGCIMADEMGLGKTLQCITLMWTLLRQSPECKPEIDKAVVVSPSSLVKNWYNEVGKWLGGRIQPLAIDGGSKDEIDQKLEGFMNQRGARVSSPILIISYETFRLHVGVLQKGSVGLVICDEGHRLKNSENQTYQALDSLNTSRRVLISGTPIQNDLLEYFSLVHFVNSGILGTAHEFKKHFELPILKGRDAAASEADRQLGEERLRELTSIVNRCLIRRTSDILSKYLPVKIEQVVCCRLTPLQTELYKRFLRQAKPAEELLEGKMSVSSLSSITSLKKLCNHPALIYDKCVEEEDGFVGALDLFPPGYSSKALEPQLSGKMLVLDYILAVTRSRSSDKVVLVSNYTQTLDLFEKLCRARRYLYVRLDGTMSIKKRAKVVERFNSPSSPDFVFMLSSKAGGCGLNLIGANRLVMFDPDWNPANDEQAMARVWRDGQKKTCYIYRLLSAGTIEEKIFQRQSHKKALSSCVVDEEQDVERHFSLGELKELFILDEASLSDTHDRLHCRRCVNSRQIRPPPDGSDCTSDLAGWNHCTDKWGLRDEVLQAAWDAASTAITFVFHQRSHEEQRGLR
An asterisk follows results filed as active; i = inactive. Not all compounds are listed; count on the stated rates, not on these rows.

SMILES | RAD54 inh
C=CCSc1nnc(Cc2cc(=O)[nH]c(=O)[nH]2)n1-c1cc(C)ccc1C | -2
O=C(CNC(=O)c1cccs1)NCCN1CCN(Cc2ccccc2)CC1 | 0
COCCCn1c(SCc2nc3ccccc3c(=O)[nH]2)nc2ccccc2c1=O | 0
C=CCn1cc(C(=O)NCc2ccco2)c(=O)c2cc(S(=O)(=O)N3CCCCCC3)ccc21 | 0
COc1cccc(/C=N/n2c(-c3cccs3)n[nH]c2=S)c1 | 7
Cc1cc(OC(=O)N2CCCCC2)cc(C)c1Cl | -5
Cc1ccc(-c2ccccc2NC(=O)C2C3C=CC(C3)C2C(=O)O)o1 (configuration not stated) | -2
C=CCN(CC=C)Cc1ccc(C(=O)OC)o1 | 13
COCCNC(=O)C(c1cccs1)N(C(=O)Cn1nnc2ccccc21)c1ccc(OC)cc1 (configuration not stated) | 11
Cn1c(SCC(=O)Nc2ccc(NC(=O)c3ccccc3F)cc2)nnc1-c1ccncc1 | 0
O=C1C=C(NCc2ccco2)CC(c2ccc(Cl)cc2)C1 (configuration not stated) | -4
CC(C)N(C(=O)COC(=O)c1ccccc1C(=O)N1CCN(c2ccc(F)cc2)CC1)C(C)C | 4
c1ccc([C@H]2CC3C[C@@H](c4ccccc4)N2O3)cc1 | 0
COc1ccc(S(=O)(=O)NC(C)C(=O)Nc2cccc(C(C)=O)c2)cc1 (configuration not stated) | -7
COc1ccc(C(=O)C(CN2CCCC2)c2ccccc2)cc1 (configuration not stated) | -2
CCOc1cc(C)nc(N2CCC(C(=O)Nc3ccccc3OCC)CC2)n1 | 12
CCC(Sc1ccccn1)C(=O)Nc1nnc(C)s1 (configuration not stated) | -1
Cc1ccc(C2(C)NC(=O)N(CC(=O)NCCC3=CCCCC3)C2=O)cc1 (configuration not stated) | 1
Cc1ccc(NC(=O)CCN2C(=O)c3ccccc3C2=O)cc1C | -12
CCN=C(N/N=C/c1ccc([N+](=O)[O-])cc1)SC | -4
CSc1nc(N(C)NC(=O)c2cccc(C)c2)c2ccccc2n1 | 6
COCC(=O)Nc1cc(C(=O)Nc2ccccc2C)ccc1Cl | -4
O=C(O)C1C(c2ccccc2)C(C(=O)Oc2ccc(O)cc2)C1c1ccccc1 (configuration not stated) | 5
Cc1ccc(Cn2c(NS(=O)(=O)c3ccccc3)nc3ccccc32)cc1 | -5
COC(=O)C1=C(C)N(CC(C)C)C(=O)/C1=C\c1cccs1 | 0

Carrying on.
SMILES | RAD54 inh
COc1cc(NC(=O)CSc2nccc(C)n2)c(C(=O)O)cc1OC | 6
Cc1cccc(NC(=S)NNC(=O)c2ccc(Br)o2)c1 | -13
Cc1ccc(SCc2nc(-c3cccnc3)no2)cc1 | -14
CCOC(=O)C1=C(C)NC(=O)NC1c1ccccc1OCc1c(F)cccc1Cl (configuration not stated) | 11
CCCOc1ccc2oc(=O)c3c(c2c1)CCCN3C(=O)CN1CCN(c2ncccn2)CC1 | -1
S=C1NCCc2ccccc2C1c1ccccc1Cl (configuration not stated) | -1
CCn1c(SCC(=O)NC(=O)Nc2ccc3c(c2)OCCO3)nnc1-c1cccs1 | 2
O=C1/C(=C/c2ccccc2)Nc2ccccc21 | -30
COc1cccc(OC)c1C(=O)N1CC(C)OC(C)C1 (configuration not stated) | 3
Cc1cc(C)nc(NC(=NCc2ccc3c(c2)OCO3)NC(=O)Nc2ccccc2)n1 | 7
COc1cccc2c1OC1(C)CC2NC(=O)N1c1cccc(C(=O)N2CCN(c3ccccn3)CC2)c1 (configuration not stated) | -6
COC(=O)c1cccc(-n2nnnc2SCC(=O)Nc2cc(C)on2)c1 | 4
CC1(C)CC(=O)C(Sc2nnc(-c3ccc(NS(C)(=O)=O)cc3)n2Cc2ccco2)C(=O)C1 | 1
O=C1CC(N2CCN(Cc3ccc4c(c3)OCO4)CC2)C(=O)N1CCc1ccccc1 (configuration not stated) | -6
NC(=O)CSc1nnc2n(-c3ccccc3)c(=O)c3c4c(sc3n12)CCCCC4 | -2
O=C(CCC1CCCC1)Nc1ccon1 | 6
Clc1cccc(Cl)c1Cn1cnc2c(N3CCCCCC3)ncnc21 | -3
O=C1c2ccccc2C2NC(=O)C3(CCCCC3)N12 (configuration not stated) | -4
NC(=O)CSc1nnc(Cc2cccs2)n1C1CCCCC1 | -1
CC(=O)O[C@H]1C2OC(=O)C(C)=C2[C@@H]2OC(=O)[C@]3(CCC4OC41C)OC23 (some centres not stated) | 4
CC(=O)OC(C(=O)NCc1ccco1)c1ccncc1 (configuration not stated) | 1
CCn1cc(C(=O)NCC2CCCO2)c(=O)c2cc(F)c(N3CCN(C)CC3)cc21 (configuration not stated) | 5
CCN(CC)c1ccc2c(C)c(CN3CCOCC3)c(=O)oc2c1 | -7
CC1CCCC(C)N1C(=O)Cn1c(SCC(=O)NCc2ccc3c(c2)OCO3)nc2ccccc21 (configuration not stated) | -5
O=C1CC(c2ccc(F)cc2)CC(O)=C1C=NCCN1CCNCC1 (configuration not stated) | -1

The list goes on, overlapping the part above by 2 compounds.
SMILES | RAD54 inh
CC1CCCC(C)N1C(=O)Cn1c(SCC(=O)NCc2ccc3c(c2)OCO3)nc2ccccc21 (configuration not stated) | -5
O=C1CC(c2ccc(F)cc2)CC(O)=C1C=NCCN1CCNCC1 (configuration not stated) | -1
CCCCC(=O)N1CCCC(C(=O)OCC)C1 (configuration not stated) | 2
CCN(c1ccccc1)S(=O)(=O)c1ccc2[nH]cc(C(=O)NCCOC)c(=O)c2c1 | -16
O=C(OCC(=O)N1CCOCC1)c1ccc[nH]c1=O | 0
CCOC(=O)c1nnn(-c2nc(N3CCCC3)nc(N3CCCC3)n2)c1-c1ccccc1 | 5
CCCc1cc(=O)n2[nH]c(NCc3ccccc3F)nc2n1 | 18
Cc1ccc(S(=O)(=O)Cc2nc3ccccc3c(=O)[nH]2)cc1 | -3
C=CCN(C#N)c1nc(OC)nc(N2CCCC2)n1 | 6
Cc1occc1C(=O)NN=C1C2CC3CC(C2)CC1C3 | -2
CCOC(=O)c1ccc(CC2S/C(=C(\C#N)C(C)=O)NC2=O)cc1 (configuration not stated) | -2
Clc1ccc2c(NNc3ccccc3Cl)ccnc2c1 | 4
O=C(Nc1cccc(-c2nc3ccccc3[nH]2)c1)c1ccco1 | -3
Cc1ccc(C)c(N2CCN(C(=O)C3CCN(c4nc(C)cc(C)n4)CC3)CC2)c1 | -3
COc1ccccc1N1CCN(C(=O)c2ccncc2)CC1 | -6
CC(C)OC(=O)c1c(NC(=O)c2cnn3c2NC(c2ccccc2)CC3C(F)(F)F)sc2c1CCCC2 (configuration not stated) | -2
O=C(CSc1nnc(-c2ccncc2)n1Cc1ccco1)N1c2ccccc2Sc2ccc(Cl)cc21 | -4
COC(=O)CSc1nnc(-c2ccco2)n1Cc1ccco1 | -6
COC(=O)CN1CCN(C(c2ccccc2)c2ccccc2)CC1 | 4
CC1CCCN(C(=O)COC(=O)c2ccc[nH]c2=O)C1 (configuration not stated) | 1
O=C1C(Cl)=C(NCCc2ccccc2)C(=O)N1CCc1ccccc1 | 0
CCN1C(=O)/C(=C/c2ccc(C)s2)NC1=S | 3
CCn1c(SCc2ccc(C(=O)Nc3nccs3)cc2)nnc1-c1ccc(NC(C)=O)cc1 | -16
CCOC(=O)c1cnn(-c2nc(-c3ccc(F)cc3)cs2)c1C(F)(F)F | -8
O=C(O)c1nn(-c2ccc(Cl)cc2)ccc1=O | -19
O=C1CSC(=S)N1/N=C/c1cc(Br)c(O)c(Br)c1 | i
CC(=O)c1cccc(NC(=O)CN(c2ccccc2)S(C)(=O)=O)c1 | 3

Part of the list above in order of heavy-atom count, largest number first.
SMILES | RAD54 inh
O=C(CSc1nnc(-c2ccncc2)n1Cc1ccco1)N1c2ccccc2Sc2ccc(Cl)cc21 | -4
Cc1ccc(C)c(N2CCN(C(=O)C3CCN(c4nc(C)cc(C)n4)CC3)CC2)c1 | -3
CCOC(=O)c1cnn(-c2nc(-c3ccc(F)cc3)cs2)c1C(F)(F)F | -8
O=C(O)c1nn(-c2ccc(Cl)cc2)ccc1=O | -19

Additional entries.
SMILES | RAD54 inh
CC(OC(=O)c1cc2sccc2n1C)C(=O)NCCc1ccccc1 (configuration not stated) | 8
O=C(O)c1ccc(S(=O)(=O)Nc2ccc(F)c(Cl)c2)cc1 | -16
O=C(CSc1ncn[nH]1)N(C1CCCCC1)C1CCCCC1 | 5
CCOc1ccc(C(=O)CN2CCN(S(=O)(=O)c3ccc(F)cc3)CC2)cc1 | -3
COc1ccc(CCNC2=NCCS2)cc1 | -3
Cc1ccc(NC(=O)c2cc(N3C(=O)C4CC=CCC4C3=O)ccc2N2CCOCC2)cc1Cl (configuration not stated) | 0
Cc1ccccc1S(=O)(=O)Cc1ccc(C(=O)N2CCN(c3cccc(C)c3C)CC2)o1 | 4
O=C(COc1ccc(F)cc1)NCC1CCCO1 (configuration not stated) | -1
CCOC(=O)c1c(-c2ccccc2)nnn1-c1nc(OCC)nc(N2CCCCC2)n1 | 2
CCOC(=O)C(=O)Nc1ccc(F)cc1 | -11
O=C(c1cc2ccccc2oc1=O)N1CCCC1 | 0
COC(=O)c1cc(=O)nc2sccn12 | 0
CCCCCC(/C=N/Nc1ccc(S(=O)(=O)N2CCOCC2)cc1[N+](=O)[O-])=C\c1ccccc1 | 16
Cc1cc(C)n(Cc2n[nH]c(=S)n2Cc2ccccc2)n1 | 1
CN(c1ccc(C(=O)Nc2ccccc2C(=O)N2CCCC2)cc1)S(C)(=O)=O | 0
CCOC(=O)N1CCN(CC(O)COc2ccccc2C(C)C)CC1 (configuration not stated) | -3
CC1(C)Cc2c(C#N)c(SCCOc3ccccc3)nc(N3CCOCC3)c2CO1 | 7
C=CCn1c(SCC(=O)NCc2ccco2)nc2sc3c(c2c1=O)CCC3 | -2
COc1ccc(N(CC(=O)NCc2ccco2)S(=O)(=O)c2ccc(C)cc2)cc1 | -3
CC(=O)Nc1ccc(N2CCCCC2)cc1 | 0
CCCCc1[nH]nc2c1C1(C(=O)N(CC)c3ccccc31)C(C#N)=C(N)O2 (configuration not stated) | -2
Cc1ccc(-c2nnc(SCC(=O)N3CCCc4ccccc43)n2N)cc1 | 1
CCOC(=O)c1sc(NC(=O)c2sccc2C)cc1C | 12
c1ccc2c(C3CCO3)cccc2c1 (configuration not stated) | 1
Cc1nn2c3ccccc3n(C)c2nc1=O | 2

6 entries from above, with tabs:
compound	RAD54 inh
S=C1NCCc2ccccc2C1c1ccccc1Cl (configuration not stated)	-1
CCn1c(SCC(=O)NC(=O)Nc2ccc3c(c2)OCCO3)nnc1-c1cccs1	2
O=C1/C(=C/c2ccccc2)Nc2ccccc21	-30
COc1cccc(OC)c1C(=O)N1CC(C)OC(C)C1 (configuration not stated)	3
Cc1cc(C)nc(NC(=NCc2ccc3c(c2)OCO3)NC(=O)Nc2ccccc2)n1	7
COc1cccc2c1OC1(C)CC2NC(=O)N1c1cccc(C(=O)N2CCN(c3ccccn3)CC2)c1 (configuration not stated)	-6

Other structures:
SMILES | RAD54 inh
CCOC(=O)CC(=O)CSc1nnc2sc3ccccc3n12 | 4
Cc1ccccc1-c1n[nH]c(=S)o1 | 0
CCOc1ccc(NS(=O)(=O)CC23CCC(CC2=O)C3(C)C)cc1 (configuration not stated) | 4
COc1ccccc1-n1cnc2cc(C(=O)NCCCN3CCOCC3)ccc21 | -1
CCn1cc(C(=O)C(F)(F)F)c2ccccc21 | 4
CCC1(C)N(O)C(C)(C)C(c2ccc(OC)cc2)=[N+]1[O-] (configuration not stated) | 2
Cc1ccc2c(CC(=O)O)coc2c1 | -7
Cc1cc2[nH]c(=O)c(=O)[nH]c2cc1S(=O)(=O)NC1CCCCC1C (configuration not stated) | 5
O=C(CCNc1cc(Cl)cc(Cl)c1)c1ccco1 | 5
CC(=O)Nc1nc(C)c(-c2csc(Nc3ccc(O)cc3)n2)s1 | 5
CCOc1ccc(S(=O)(=O)Nc2cc(Cl)ccc2O)cc1 | 4
CSc1nc(-c2ccco2)nn1C(=O)Cc1ccccc1 | 4
COc1ccc(N2CCN(C(=O)CC(NC(N)=O)c3cccc(Oc4ccccc4)c3)CC2)cc1 (configuration not stated) | -11
COc1cccc(CSc2nc3sc(C)c(C)c3c(=O)n2Cc2ccco2)c1 | 4
Cc1ccccc1C(=O)Nc1ccc(C(=O)NNC(=O)CCCOc2ccc(Cl)cc2Cl)cc1 | 0
CN1C(=O)[C@H]2[C@@H](c3ccc(F)cc3)N3C(=O)c4ccccc4NC(=O)[C@@]3(C)[C@H]2C1=O | 1
CCC(=O)N1CCc2cc(S(=O)(=O)CCC(=O)Nc3ccc(CC)cc3)ccc21 | -9
Cc1nc(N2CCOCC2)nc(N2CCN(c3ccccc3)CC2)c1[N+](=O)[O-] | 10
Cn1nc(CC(=O)NCCN2C(=O)CSC2=O)c2ccccc2c1=O | -11
CCN(CC)S(=O)(=O)c1ccc2oc(C(=O)NC(C)C)c(C)c2c1 | 0
O=C(Oc1cccnc1)c1cc(S(=O)(=O)N2CCCCC2)ccc1Cl | -2
COc1ccc(CN2CCN(C(=O)c3cccnc3)CC2)cc1Br | 3
Cc1ccc(C(C(=O)NC2CCCCC2)N(CCC(C)C)C(=O)CNC(=O)c2ccco2)o1 (configuration not stated) | 1
Cc1ccc(-c2cc(C(=O)N/N=C/c3c(C)nn(-c4ccccc4)c3C)[nH]n2)cc1 | 6
Cc1nc(/N=C\N(C)C)sc1C(=O)Nc1ccccc1 | -3
CC(C)c1ccc2c(c1)C(c1ccc(N3CCOCC3)cc1)=NNC(c1cccs1)=N2 | -2
O=C(Nc1ccc2c(c1)OCCO2)NC12CC3CC(CC(C3)C1)C2 | 0
